Screening results from PubChem.
hgDAF12 agonist: agonists of H. glycines DAF-12 nuclear receptor. AID 687014. activation, % at 6.8 µM. hit rate 1.8% among 370,000. HEK293 GAL4-hgDAF12 UAS-luciferase reporter, agonist luminescence; normalized to butyrate control;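 active = activation above a cutoff set at the mean of all screened compounds plus 3 SD, cut at about 10% in these data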;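 note: 0% = DMSO wells and 100% = sodium butyrate wells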
NPR1 activator: GC-A (human) enzyme activation | HEK293 GC-A cells, cGMP TR-FRET, EC30 ANP; 0% at EC30 ANP, 100% saturating ANP | activation, % at 10 µM | hit rate 0.14% among 370,000 | AID 1671463; in the data active = activation above about 40%
sPLA2-III inh: Blocks human group III sPLA2 activity | Q9NZ20 | QFRET BODIPY PC-A2 liposome hydrolysis, fluorescence | inhibition, % at 12.2 µM | hit rate 0.56% among 370,000 | AID 743126;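 active = inhibition above mean plus 3 SD of compounds lying within the high and low control bounds, cut at about 19% in these data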;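 note: 0% = median of test compound wells and 100% = no enzyme DMSO wells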
DAX1 inh-1: DAX1 (NR0B1) inhibition, primary screen; HEK293T StAR-luciferase reporter, SF-1/DAX-1 repression relief; inhibition, % at 6.8 µM; hit rate 1.1% among 370,000; AID 652010;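 active = inhibition above the mean over all tested compounds plus 3 SD, cut at about 3.6% in these data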;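 note: 0% = DAX-1 cells with DMSO and 100% = cells lacking DAX-1 with DMSO; higher inhibition means more luminescence from relief of DAX-1 repression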
GAA850 FXN act: increases GAA850 frataxin promoter reporter activity | HEK293 lucGAA850 FXN promoter luciferase reporter, 24 h; percent of 10 µM SAHA response | activation, % at 6 µM | hit rate 0.56% among 360,000;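 active = activation above the average of all compounds screened plus 3 SD, cutoff fixed separately per campaign, cut at about 7.5% in these data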;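 note: 0% = DMSO wells and 100% = 10 µM SAHA wells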
GC-B act: GC-B (human) receptor activation | AID 1920062 | hit rate 0.11% among 370,000 | HEK293-GC-B cells, CNP EC30, cGMP TR-FRET; 0% at EC30 CNP, 100% saturating CNP | activation, % at 10 µM;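 active = activation at 10 µM reaching about 35% in either raw or pattern-adjusted values, limit read from the data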
Target sequence (P20594 whole entry, looked up): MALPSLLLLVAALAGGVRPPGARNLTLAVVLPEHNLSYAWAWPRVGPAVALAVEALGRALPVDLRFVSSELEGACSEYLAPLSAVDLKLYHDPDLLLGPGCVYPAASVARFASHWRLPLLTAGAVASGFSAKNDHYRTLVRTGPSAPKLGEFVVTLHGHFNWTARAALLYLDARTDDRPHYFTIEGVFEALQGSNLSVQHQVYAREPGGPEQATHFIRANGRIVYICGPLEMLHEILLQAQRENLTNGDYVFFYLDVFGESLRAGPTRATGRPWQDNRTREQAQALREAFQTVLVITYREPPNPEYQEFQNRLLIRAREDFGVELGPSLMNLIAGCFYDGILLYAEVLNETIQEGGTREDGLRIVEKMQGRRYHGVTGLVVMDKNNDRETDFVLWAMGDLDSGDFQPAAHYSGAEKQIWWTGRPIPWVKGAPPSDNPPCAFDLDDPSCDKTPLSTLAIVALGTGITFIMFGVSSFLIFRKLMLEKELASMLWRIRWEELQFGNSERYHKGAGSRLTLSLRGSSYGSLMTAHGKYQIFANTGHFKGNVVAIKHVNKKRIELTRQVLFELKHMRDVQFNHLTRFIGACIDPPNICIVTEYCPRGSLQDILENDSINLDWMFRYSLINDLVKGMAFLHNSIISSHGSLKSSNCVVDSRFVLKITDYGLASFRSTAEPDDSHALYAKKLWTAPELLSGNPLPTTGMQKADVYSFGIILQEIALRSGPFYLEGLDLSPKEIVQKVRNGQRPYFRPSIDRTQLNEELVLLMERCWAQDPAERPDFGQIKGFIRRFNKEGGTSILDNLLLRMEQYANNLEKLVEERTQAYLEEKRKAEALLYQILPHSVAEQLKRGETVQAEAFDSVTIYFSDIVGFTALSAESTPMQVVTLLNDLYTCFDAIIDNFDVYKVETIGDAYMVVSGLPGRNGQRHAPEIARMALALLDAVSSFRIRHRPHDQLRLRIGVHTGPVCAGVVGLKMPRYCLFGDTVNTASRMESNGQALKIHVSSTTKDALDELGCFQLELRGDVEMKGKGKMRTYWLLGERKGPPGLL
DAX1 inh-2: inhibitors of human orphan nuclear receptor DAX1 (NR0B1). P51843. HEK293 Gal4-DAX1 luciferase reporter, luminescence. inhibition, % at 6.75 µM. hit rate 0.99% among 340,000. AID 504766;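 active = inhibition above the mean over all tested compounds plus 3 SD, cut at about 4.2% in these data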;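 note: 0% = DAX1-transfected cells with DMSO and 100% = empty-vector control cells with DMSO; inhibition shows as a rise in luminescence from relieved DAX1 repression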
ssDAF12 agonist: S. stercoralis DAF-12 activation, primary screen; HEK293 ssDAF-12/GRIP1 lit1-tk-luc reporter, luminescence; % of 3 µM dafachronic acid response; activation, % at 6.8 µM; hit rate 1% among 370,000; AID 652126;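 active = activation above the mean over all tested compounds plus 3 SD, cut at about 0.9% in these data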;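 note: 0% = DMSO-only wells and 100% = 3 µM delta7-dafachronic acid wells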
proKLK7 act: activators of human kallikrein-7 zymogen; purified proKLK7, EDANS-DABCYL substrate fluorescence; 100% is mature enzyme control, 0% vehicle; P49862; hit rate 0.9% among 370,000; activation, % at 7 µM;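 active = activation above the mean of all tested compounds plus 3 SD, computed per campaign excluding outliers beyond control limits, cut at about 13% in these data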
hcDAF12 agonist: H. contortus DAF-12 activation, primary screen. hit rate 1.4% among 370,000. AID 652067. activation, % at 6.8 µM. HEK293 hcDAF-12 lit1-tk-luc reporter, luminescence; 0% DMSO, 100% Δ7-dafachronic acid;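 active = activation above the mean of all tested compounds plus 3 SD, cut at about 5.5% in these data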;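 note: 100% = response to 3 µM Δ7-dafachronic acid high control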
SMARCA2 activ: activators of SMARCA2 function | hit rate 1% among 370,000 | MG213 cells, MMTV-luciferase reporter, dexamethasone, overnight | activation, % at 9.1 µM; in the data active = activation above about 7.8%;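 note: 0% = vehicle wells and 100% = reference activator wells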
Active calls of the source: *; nt = not tested or not shown.

SMILES	hgDAF12 agonist	NPR1 activator	sPLA2-III inh	DAX1 inh-1	GAA850 FXN act	GC-B act	DAX1 inh-2	ssDAF12 agonist	proKLK7 act	hcDAF12 agonist	SMARCA2 activ
CCOc1cc(/C=C/c2nc3cc(C)c(C)cc3s2)ccc1OCC(=O)N1CCOCC1	-2.0	11.9	-5.7	-0.6	2.3	-2.8	-1.4	-1.6	-7.3	-3.0	1.1
CCOC(=O)C1CCN(C(=O)CCc2c(C)nc3cc(-c4ccccc4)nn3c2C)CC1	-7.4	1.2	-6.3	-1.1	-8.1	-7.0	1.0	-2.7	-2.1	-5.6	-7.7
O=C(Nc1ccncc1)Nc1ccccc1Cl	0.5	0.3	2.5	-1.5	1.6	-0.3	-1.0	-0.8	0.1	-1.4	0.4
O=C(NCCCN1CCOCC1)C1CCN(S(=O)(=O)c2cccc(Cl)c2Cl)CC1	2.3	-1.5	4.1	-0.3	2.3	-0.2	1.3	-0.7	-0.2	2.3	1.0
Cc1cc(C)c(NC(=O)CNC(=O)c2cc(C3CC3)nn2-c2ccccc2)c(C)c1	-4.1	2.0	-0.4	-1.1	-2.7	1.6	-0.1	-1.2	-0.3	-0.8	-1.0
CCCC[C@@H]1CNC(=S)N1CCc1cccc2ccccc12	1.2	-1.5	-7.1	-0.3	0.8	-5.9	-0.5	-1.2	0.2	-0.6	-0.5
O=C(COC(=O)/C=C/c1cccc(F)c1)NNC(=O)c1ccccc1	3.6	4.5	-6.9	0.0	0.3	-0.1	-0.1	-0.6	0.1	0.3	-4.7
CCN(C(=O)c1ccco1)c1nnc(-c2ccc(OC)cc2)s1	6.0	1.7	-3.2	1.2	5.0	0.0	0.5	-0.3	0.8	0.6	3.5
CCOC(=O)N1CCN(c2cc3[nH]c(=S)[nH]c3cc2F)CC1	-0.2	5.2	-2.9	-0.2	-1.7	-7.0	1.2	-1.8	0.4	-1.4	-0.5
N#Cc1c(N)nc2c(c1N)CC(COc1ccccc1)O2 (stereo unspecified)	4.5	-3.5	3.1	1.3	6.8	-9.1	0.7	-0.3	-0.7	3.9	5.8
Cc1ccc(S(=O)(=O)NCC2(c3ccccc3)CCN(C)CC2)cc1	-0.1	-11.1	6.5	0.2	-1.6	-4.1	0.9	0.1	1.1	0.9	-1.4
CC1Cc2ccccc2N1C(=O)COC(=O)c1ccc(Cl)c(S(=O)(=O)N2CCOCC2)c1 (stereo unspecified)	-2.1	-1.6	-11.1	1.5	0.6	-3.2	-0.8	-1.7	0.0	-0.8	-2.2
O=C(COc1cccc(C(F)(F)F)c1)N1CCN(c2ccc(O)cc2)CC1	-2.1	-1.0	-2.5	-1.6	-2.2	-5.0	-0.9	-1.6	0.4	-1.9	-5.5
CCOc1ccc(S(=O)(=O)N2CCOCC2)cc1NC(=O)CSCC(=O)Nc1cccc(C)c1	-2.5	-6.0	-2.4	-0.2	1.8	0.4	-0.9	-0.8	0.7	-2.5	-1.9
CN(NC(=O)c1ccccc1)c1nc2ccccc2nc1C(F)(F)F	-0.2	0.1	-0.4	1.0	-5.7	-3.1	-0.2	-1.1	0.0	0.5	1.1
CN1CCN(C(=O)C23CCC(C)(c4nc5ccccc5nc42)C3(C)C)CC1 (stereo unspecified)	-2.1	1.8	5.2	0.3	0.4	4.0	0.4	-0.7	0.1	-2.1	0.7
Cc1c(C(=O)N(C)CCc2cnn(C)c2)oc2c(F)cccc12	-0.5	2.9	-0.7	-0.2	0.3	-1.3	0.1	-1.5	-0.1	-1.9	0.0
O=C(Nc1ccccc1F)C1CCN(S(=O)(=O)c2cccc3nonc23)CC1	-3.3	0.1	2.8	-0.3	0.9	-6.7	-1.0	-1.2	-0.4	-2.3	-0.5
Cc1ccccc1-n1ncc2c1CC(C)(C)CC2NC(=O)c1snnc1C (stereo unspecified)	-0.8	5.0	8.2	-0.3	-1.9	-0.8	-0.4	-0.4	-0.3	-0.7	-2.1
COC(=O)c1ccc(NC(=O)C2CCCN2C(=O)Nc2cccc(C(C)=O)c2)cc1 (stereo unspecified)	-1.2	4.3	-4.3	-0.1	-0.4	7.8	0.2	-0.8	-0.2	-1.8	-1.7
Cc1cccc(C)c1OCC(=O)N=Nc1c(O)[nH]c2ccc(Br)cc12	-2.1	4.0	-7.3	-0.2	-2.5	1.0	0.0	-1.7	0.3	0.1	0.0
COc1ccc(CNC(=O)[C@H](C)NC(=O)C2CC(=O)N(c3ccc4c(c3)OCO4)C2)cc1 (stereo partly specified)	1.2	3.2	1.3	-0.5	-0.3	0.3	-0.2	-1.0	-0.9	-0.7	-1.6
Cc1ccc(Nc2nc(CSc3nnnn3-c3ccccc3)cs2)cc1	-1.7	0.8	-25.6	-0.6	-1.6	2.0	-1.8	-1.4	-0.1	-2.2	-3.2
Cc1c(C)n(Cc2ccc(F)cc2)c2ccc(C(=O)NCCN3CCOCC3)cc12	-2.7	1.5	-19.2	-0.4	-2.9	10.5	0.1	-1.4	0.5	-1.1	2.3
CCNC(=O)CSc1nc2sccc2c(=O)n1-c1ccccc1	1.8	-1.5	0.9	0.2	1.9	1.7	0.1	-1.1	0.3	0.2	0.4
CCOc1ccc(N(CC(=O)Nc2c(C)cccc2C)S(=O)(=O)c2c(C)[nH]c(=O)[nH]c2=O)cc1	-1.9	-0.5	-5.2	-0.2	1.8	4.9	-0.6	-1.1	0.9	-0.5	1.6
CC1CN(c2ncnc3c2cnn3-c2ccc(Cl)cc2)CC(C)O1 (stereo unspecified)	2.3	12.3	-4.3	-0.3	0.2	-0.1	1.5	-1.4	-0.4	-0.5	0.0
Clc1cccc(CSc2nccn2-c2ccccc2)c1	2.1	-9.0	-11.6	0.1	1.3	-3.2	-0.6	-1.3	-0.2	-0.7	-0.4
COc1ccccc1CNCCS(=O)(=O)NCc1ccccc1	-0.3	-0.1	8.5	0.4	0.4	-4.1	1.6	-1.1	-0.1	1.5	-4.0
Cc1ccc(C(=O)Nc2ccccc2C(=O)N2CCCC(C)C2)cc1 (stereo unspecified)	-0.5	-10.2	5.5	0.2	1.8	-4.9	0.8	-1.2	-0.1	-1.5	-0.3
Cc1cc(CNC(=O)C2(C(F)(F)F)C/C(=C\CCO)CCCO2)nn1C (stereo unspecified)	-0.5	0.0	3.1	-0.2	0.6	11.1	0.4	-1.3	-0.2	-0.7	1.1
COc1cccc(CN2CC(C(=O)NCCCCc3ccccn3)CCC2=O)c1 (stereo unspecified)	-1.0	3.4	1.5	-1.8	-0.2	-0.1	1.3	-1.0	-0.2	-1.0	-1.2
O=C(C[n+]1ccncc1)c1ccccc1	-0.9	0.3	-2.5	-0.2	0.2	4.0	-1.2	-1.1	-0.3	-0.8	2.5
COn1c(=O)c(-c2cccc(Br)c2)[n+]([O-])c2ccccc21	0.4	-0.1	1.2	-0.1	0.9	0.5	0.3	0.0	2.2	0.0	-1.0
Cc1ccc(C)n1-c1ccccc1N1CCCCC1	-1.9	-1.1	5.8	0.1	0.5	-11.2	0.5	-1.7	0.1	-1.7	-2.0
CCC(C)NC(=O)c1cn(CCOC)c(=O)c2c1c1ccccc1n2C (stereo unspecified)	0.8	0.9	-6.5	0.1	-1.7	-6.6	-0.2	-0.4	-1.4	-1.3	2.6
O=C(CN1C(=O)c2ccccc2C1=O)OCC(=O)N1CCN(c2ccccc2)CC1	1.3	-0.4	5.5	1.6	0.2	1.8	1.1	0.1	0.2	1.1	-0.3
CCNc1nc(NCC)n2c(SCC(=O)Nc3ccc(F)cc3[N+](=O)[O-])nnc2n1	0.6	-4.4	-32.4	-0.4	-0.8	0.8	-0.3	-1.3	0.1	0.7	2.8
COc1ccc(OC)c(N2CC(O)(c3ccccc3)[N+]3=C2SCCC3)c1 (stereo unspecified)	-1.8	-7.7	-0.9	0.3	-2.5	-5.6	-1.2	-0.8	-0.9	0.1	3.9
COC(=O)[C@]12C[C@H](CC(=O)NCc3cccc(C(F)(F)F)c3)C(=O)N(Cc3ccco3)C1=C[C@H](C(C)(C)C)O[C@@H]2C	1.2	-16.2	-4.8	-0.2	nt	-16.8	nt	-1.0	-0.2	-3.4	-3.2
COc1ccc(-n2c(C)nnc2SCC(=O)NC2CC2)cc1	0.9	6.3	1.8	0.0	1.2	-1.1	-0.2	-1.1	-0.7	-0.8	0.1
Cc1cc(NC(=O)CSc2nncn2N)no1	0.0	2.4	0.6	0.1	0.5	-5.3	0.7	-0.3	-0.5	-1.2	-0.1

Given with values under each structure: part of the list above
Order of values – hgDAF12 agonist	NPR1 activator	sPLA2-III inh	DAX1 inh-1	GAA850 FXN act	GC-B act	DAX1 inh-2	ssDAF12 agonist	proKLK7 act	hcDAF12 agonist	SMARCA2 activ
Cc1cccc(C)c1OCC(=O)N=Nc1c(O)[nH]c2ccc(Br)cc12
  -2.1	4.0	-7.3	-0.2	-2.5	1.0	0.0	-1.7	0.3	0.1	0.0
O=C(COc1cccc(C(F)(F)F)c1)N1CCN(c2ccc(O)cc2)CC1
  -2.1	-1.0	-2.5	-1.6	-2.2	-5.0	-0.9	-1.6	0.4	-1.9	-5.5
CCOc1ccc(N(CC(=O)Nc2c(C)cccc2C)S(=O)(=O)c2c(C)[nH]c(=O)[nH]c2=O)cc1
  -1.9	-0.5	-5.2	-0.2	1.8	4.9	-0.6	-1.1	0.9	-0.5	1.6
O=C(Nc1ccncc1)Nc1ccccc1Cl
  0.5	0.3	2.5	-1.5	1.6	-0.3	-1.0	-0.8	0.1	-1.4	0.4
COC(=O)[C@]12C[C@H](CC(=O)NCc3cccc(C(F)(F)F)c3)C(=O)N(Cc3ccco3)C1=C[C@H](C(C)(C)C)O[C@@H]2C
  1.2	-16.2	-4.8	-0.2	nt	-16.8	nt	-1.0	-0.2	-3.4	-3.2
Cc1ccccc1-n1ncc2c1CC(C)(C)CC2NC(=O)c1snnc1C (stereo unspecified)
  -0.8	5.0	8.2	-0.3	-1.9	-0.8	-0.4	-0.4	-0.3	-0.7	-2.1
COC(=O)c1ccc(NC(=O)C2CCCN2C(=O)Nc2cccc(C(C)=O)c2)cc1 (stereo unspecified)
  -1.2	4.3	-4.3	-0.1	-0.4	7.8	0.2	-0.8	-0.2	-1.8	-1.7
